High-throughput results (PubChem BioAssay)
GALK inh: inhibitors of human galactokinase | 270,000 tested, 0.007% active | Potency, µM (titrated, usually from 57.5 µM), inactives show at the highest dose activity change, negative = inhibition, most hits filed as inhibitors | Purified GALK, Kinase-Glo residual ATP luminescence | P51570; further: potency means the concentration at half of the fitted maximal effect; on the % scale 0 is the no-effect control and ±100 the full control effect
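Galactose (100 uM) and ATP (35 uM) were turned over by 5 nM GALK for 1 h at RT. Kinase-Glo Plus then converted the remaining ATP into a luminescent signal.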
Menin-MLL TR inh: menin-MLL binding inhibition, Texas Red mutant peptide; Menin + Texas Red MLL mutant peptide, fluorescence polarization; O00255; Potency, µM (highest dose often 61.6 µM), without a hit: top-dose FP activity change, negative = inhibition, most hits filed as inhibitors; 270,000 tested, 0.23% active; active means well fitted inhibition curve with a large enough effect in the polarisation, with a control signal flat, not every such curve was filed as active; inconclusive means small, poorly fitted or top-dose-only effect, or effect the other way, or a change in a side signal; inactive means no such curve, though single readings can be large or run the other way; the % refers to the polarisation; further: potency means the concentration at half of the fitted maximal effect; % of control where 0% means no effect; many of its hits are not listed in these tables
B2AR arrestin: beta2AR (human) beta-arrestin recruitment activity; beta-arrestin recruitment to beta2AR, cell-based reporter; Potency, µM (titrated, usually from 46.1 µM), inactives show top-dose activation, most hits filed as activators; 330,000 tested, 0.02% active; AID 492947;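 further: potency means the concentration at half of the fitted maximal effect; 0% = DMSO controls and full agonism = EC100 isoproterenol or metaproterenol; nearly all actives have a fitted effect of over 65% in size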
FBPA coupling cs: inhibits coupling enzyme system, counter-screen for aldolase hits; coupling enzyme system counterscreen, AmpLite Red fluorescence; activity change, negative = inhibition, % at 58.2 µM, hits read low; 290,000 tested, 0.67% active; AID 2472; in the data active means activity change below about -30%; further: on the % scale 0 is the no-effect control and ±100 the full control effect
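Activity here indicates interference with the coupling reaction, not aldolase inhibition. Compounds at 57.5 uM final met coupling enzymes for 10 min at RT; substrate and AmpLite Red detection followed, with a 525/598 nm fluorescence read after 20 min.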
MLL CXXC-DNA inh: blocks binding of human MLL CXXC domain to DNA; MLL-CXXC / FITC-HOXA9 DNA fluorescence polarization; AID 2662; Potency, µM (top dose mostly 115 µM), without a hit: top-dose activity change, negative = inhibition, most hits filed as inhibitors; Q03164; 290,000 tested, 0.037% active; active means well fitted inhibition curve with a large enough effect in the polarisation, with a control signal flat, not every such curve was filed as active; inconclusive means small, poorly fitted or top-dose-only effect, or effect the other way, or a change in a side signal; inactive means no such curve, though single readings can be large or run the other way; the % refers to the polarisation; further: potency means the concentration at half of the fitted maximal effect
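Purified MLL-CXXC (added from a 7 uM solution) was preincubated 5 min at ambient with pinned compounds in 50 mM Tris-HCl pH 7.5, 50 mM NaCl, 1 mM DTT, 0.05% BSA. Fluorescein-labeled HOX-A9 DNA (50 nM solution) followed, 30 min, then polarization read.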
hERG WT inh: blocks the wildtype human KCNH2 potassium channel; activity change, % at 1.84 µM; U2OS, BacMam KCNH2, thallium flux FluxOr; hits give low values; Q12809; 340,000 tested, 0.37% active;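 active means maximum activity change below -70%; inconclusive means maximum activity change between -70% and -50%; inactive means maximum activity change above -50%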; further: on the % scale 0 is the no-effect control and ±100 the full control effect
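U2OS cells were transduced with wild-type KCNH2 virus (2.03 x 10^8 / mL) for 4 h at room temperature, then cultured overnight at 37 C. Thallium flux was read with FluxOr dye. Rate constants were normalized to DMSO controls.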
USP2a inh: inhibitors of human ubiquitin-specific protease USP2a; O75604; USP2 core, Ub-CHOP2 coupled fluorogenic reporter, 485/531; Potency, µM (doses to about 38.3 µM), for the others: at the top dose activity change, negative = inhibition, hits mostly inhibitors; 330,000 tested, 0.01% active;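 further: potency means the concentration at half of the fitted maximal effect; plate controls were DMSO wells for no effect and full inhibition by NEM control for full effect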
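Deubiquitinase activity read as fluorescence (485/531 nm) after Ub-CHOP2 cleavage activates the enterokinase reporter on its substrate; USP2 core 10nM, Ub-CHOP2 and substrate 25nM each, 30min compound preincubation then 60min RT; data normalized to NEM, curves fitted.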
Giardia killer: Giardia lamblia killing; activity change, % at 7.66 µM, hits read low; AID 540267; 340,000 tested, 0.15% active; Giardia lamblia trophozoite viability; in the data active means activity change below about -80%; inconclusive means between about -30% and that limit;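 further: parasites exposed to compound for two days anaerobically before the ATP read; on the % scale 0 is the no-effect control and ±100 the full control effect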
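Killing of trophozoites was scored by loss of ATP luminescence after a 48 hrs anaerobic exposure to compounds at 37 deg C, using 100 cells per well.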
TRPV1 agonist: agonists of human vanilloid receptor 1 (TRPV1); AID 540275; TRPV1-expressing cells, Fluo-8 calcium influx, agonist mode; 320,000 tested, 0.19% active; activation, % at 8.33 µM; in the data active means activation above about 80%; inconclusive means between about 30% and that limit; further: 0% is about no effect
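Cells expressing TRPV1 were dye-loaded with Fluo-8 and read kinetically: 10 s baseline, 3 min after compound (agonist portion), then 2 min after EC20 capsaicin (allosteric enhancer portion). Calcium-bound dye fluorescence at 480/520 nm.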
PKM2 activator: increases activity of human pyruvate kinase M2; purified PKM2, Kinase-Glo ATP luminescence, activation; response scale: 0% is enzyme alone, no compound; 260,000 tested, 0.34% active; Potency, µM (titrated, usually from 57.5 µM), without a hit: at the highest dose activation, most hits filed as activators; P14618; further: potency means the concentration at half of the fitted maximal effect; on the % scale 0 is the no-effect control and ±100 the full control effect; nearly all actives have a fitted effect of over 55% in size
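ATP formation by purified human PK-M2, quantified via coupled luciferase luminescence after 1 h at room temperature with 0.1 mM ADP and 0.5 mM PEP final.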
KCNH2 3.1 block: KCNH2 3.1 (human) potassium channel inhibition. U2OS KCNH2 3.1, thallium flux FluxOr; hits give low values. activity change, % (tested at about 1.8 µM). 340,000 tested, 0.95% active;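 active means maximum activity change below -70%; inconclusive means maximum activity change from -70% to -50%; inactive means maximum activity change above -50%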;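 further: thallium influx rate constant from kinetic fluorescence after stimulation buffer; on the % scale 0 is the no-effect control and ±100 the full control effect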
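Steps: virus added to U2OS suspension (4 h, RT, dark); medium with 10% FBS added, cells plated, 37 C overnight; FluxOr/Red40 loading buffer 45 min RT; stimulation buffer, 2 min kinetic read; rate constant normalized.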
* hit, by the source's call; ? = inconclusive; / = no result given; [ ] = remark or other dose. Unless noted, the call rests on the fitted dose curve; in most records, active means well fitted curve in the direction sought with a large enough effect; inconclusive means small, poorly fitted or top-dose-only effect, or another doubt; inactive means no such curve, though single readings can be large; an effect the other way counts as inactive or inconclusive.

smiles	TRPV1 agonist	KCNH2 3.1 block	Menin-MLL TR inh	hERG WT inh	USP2a inh	B2AR arrestin	GALK inh	Giardia killer	MLL CXXC-DNA inh	FBPA coupling cs	PKM2 activator
Cc1ccc(C)c(Cc2c(C)nc3c(C(=O)N4CCOCC4)cnn3c2C)c1	-1.5	-3.2	-13.8%	4.6	2.2%	0.1%	-0.6%	-14.6	10.3%	1.6	-5.9%
CCCCn1c(N)c(N(CC(C)C)C(=O)COC(=O)C2(c3ccccc3)CC2)c(=O)[nH]c1=O	2.3	1.3	/	-7.2	5.8%	-0.1%	/	30.0	/	/	/
O=C(Nc1ccc(Cl)cc1N1CCOCC1)C1CC1	7.6	10.9	/	2.3	2.5%	-1.0%	4.7%	19.6	8.7%	/	-3.3%
COC(=O)[C@H](Cc1ccccc1)NC(=O)N1CCN(c2ccccc2)CC1	5.1	-9.1	/	11.2	0.0%	-0.6%	-0.4%	14.6	-7.3%	0.0	-0.9%
CCn1c(=O)cc(SCC(=O)NCc2ccc3c(c2)OCO3)c2ccccc21	0.5	-2.0	1.2%	-14.8	3.4%	-1.1%	-3.0%	4.1	-9.0%	1.1	4.8%
Cc1ccsc1/C=C(\C#N)C(=O)NCc1cccnc1	-0.1	0.1	-9.3%	10.0	1.0%	0.0%	0.0%	13.3	-21.3%	2.9	-7.8%
CCCC(=O)N(CCN(Cc1ccccc1)C(=O)CCC)Cc1ccccc1	28.8	-4.7	-23.6%	-1.5	0.4%	0.5%	/	3.4	-13.1%	-2.0	-4.1%
O=C(CN(Cc1ccco1)C(=O)c1ccc(F)cc1)Nc1ccccc1Br	/	-0.6	/	-19.5	6.4%	-0.5%	/	5.5	/	/	/
CCOC(=O)C1=C(C)NC(=S)NC1c1ccc(OCC(=O)N2CCCCCC2)c(OC)c1 (stereo unspecified)	-2.3	-31.4	-22.8%	3.3	0.6%	-0.2%	-1.3%	11.4	20.6%	-0.1	0.7%
CCOC(=O)CCC(=O)N1CCOCCOCCOCC1	4.1	9.2	2.2%	-11.1	-0.8%	0.2%	0.2%	-1.8	-6.7%	8.9	-5.4%
CN(Cc1ccccc1)C(=O)c1[nH]cnc1C(=O)NCC(=O)OCc1ccccc1	4.5	24.4	3.5%	-1.2	1.9%	0.3%	/	-15.7	-2.3%	2.3	1.4%
O=C(Nc1nc2c(F)cc(F)cc2s1)C1CC1	18.5	25.8	-6.9%	-4.6	-0.2%	-0.4%	/	9.8	/	0.3	6.0%
O=C(c1ccccc1)n1c(=S)nc2ccccn21	9.6	-4.8	-2.0%	-20.4	-1.3%	-0.3%	12.6%	-26.7	3.6%	1.2	-47.7%
Cc1cnc([N+](=O)[O-])n1CCOC(=O)NC(=O)c1ccccc1	1.9	-2.5	13.7%	3.9	-1.5%	0.0%	-3.1%	?	8.3%	1.8	-0.9%
O=C(NCc1ccco1)c1nc2c(nnn2Cc2ccccc2Cl)c(=O)[nH]1	-0.5	5.6	-1.1%	19.2	2.4%	0.2%	2.1%	-7.2	-4.4%	3.8	0.7%
Cc1ccc(NC2=Nc3ccccc3N3C2=Nc2c(c(C)nn2-c2ccccc2)C3c2ccc(O)c(O)c2)cc1 (stereo unspecified)	24.8	-9.4	?	4.0	4.5%	-0.5%	-2.0%	9.9	10.8%	-3.2	11.2%
Cc1ccc(CNC(=O)C(C)OC(=O)c2cccs2)cc1 (stereo unspecified)	3.9	3.2	-29.7%	-0.9	1.0%	-0.7%	-1.3%	-20.2	-12.2%	4.3	25.6%
O=C(C1=C[C@H](C2CCCCC2)C[C@H](OCCCCO)O1)N1CCN(Cc2ccccc2)CC1	28.3	3.6	?	3.9	-0.8%	-0.1%	-0.7%	-1.4	9.6%	-0.1	3.3%
CCOC(=O)C1C(=O)OC(C)(C)C1C(C)C(=O)c1ccc(C)cc1 (stereo unspecified)	4.8	16.7	-15.6%	-33.5	3.1%	-0.2%	-4.4%	3.3	1.1%	1.9	10.3%
Cc1ccc(C(=O)N(c2ccccn2)C(C)c2ccco2)cc1C (stereo unspecified)	6.8	1.5	?	1.8	4.4%	0.1%	1.0%	-8.6	1.1%	3.6	3.7%
COc1ccc(N(C(=O)C2CCCCC2)S(=O)(=O)c2cccc3cccnc23)cc1	6.2	-5.3	14.9%	3.0	1.3%	-0.5%	-2.6%	-7.6	-4.7%	1.8	-0.1%
O=C1CN(C(=O)CN2CCOCC2)C(c2ccccc2)c2cc(Br)ccc2N1 (stereo unspecified)	3.0	3.5	5.4%	-10.8	0.7%	-1.1%	2.0%	-4.8	-6.3%	2.8	1.8%
Cn1cc(C(=O)N2CCN(c3ccccc3)CC2)c(=O)c2cc(S(=O)(=O)N3CCCC3)ccc21	-0.4	7.4	/	-1.6	4.6%	0.0%	-5.6%	22.8	10.3%	/	/
N#Cc1ccc(-c2ccc(OCC(O)CN3CCOCC3)cc2)cc1 (stereo unspecified)	1.6	-11.2	5.6%	0.3	3.0%	0.4%	4.5%	-24.4	-13.7%	-0.2	-1.7%
Cc1ccc(S(=O)(=O)N2CCN(C(=O)c3cc4c(C)nn(-c5ccccc5C)c4s3)CC2)cc1	0.4	-17.7	12.3%	2.6	0.1%	-0.4%	-2.2%	-3.4	32.4%[activator]	-2.8	2.1%
CCc1nn(CC(=O)N2CCN(c3ccc(F)cc3)CC2)c(=O)c2cc3occc3n12	1.3	4.2	/	-17.7	0.6%	-0.8%	4.0%	7.7	7.1%	/	/
COC(=O)COc1ccc2c(c1)O/C(=C\c1ccco1)C2=O	2.5	-1.0	16.5%	-37.6	-0.3%	0.5%	/	-5.8	3.6%	-0.4	/
CC(C)(C)NC(=O)c1cccc2c1-c1ccccc1C2=O	-2.9	-1.9	?	-10.0	3.2%	0.5%	/	8.1	-3.1%	0.3	/
CC(C)C(=O)Nc1nnc(SCC(=O)N2C(C)CCCC2C)s1 (stereo unspecified)	6.3	0.9	-13.5%	-3.4	-0.7%	-0.2%	17.0%	-10.3	-2.3%	0.7	0.8%
Cc1cc(=O)oc2c3c(cc(OCC(=O)NCCCn4ccnc4)c12)OC(C)(C)CC3	9.4	-5.4	-24.1%	-20.1	-0.9%	-3.2%	/	-21.8	5.8%	1.7	5.7%
O=C1/C(=C/c2cccc(F)c2)CSc2sccc21	18.4	-7.4	8.6%	5.5	-5.1%	0.6%	-1.7%	-0.3	3.3%	1.8	3.7%
CC(=O)c1c(C)[nH]c(-c2ccccc2)nc1=S	/	6.8	/	-7.9	10.9%	0.4%	0.9%	-12.2	-12.5%	-0.8	1.6%
CN1N=C(C(=O)NC2CCCc3c2cnn3-c2ccc(F)cc2F)CCC1=O (stereo unspecified)	8.1	-19.8	4.9%	-11.6	3.7%	0.4%	-2.4%	6.6	-2.2%	-3.3	-0.5%
COC(=O)c1c(C)[nH]c(C(=O)/C=C/c2ccc(C)cc2)c1C	1.6	-0.9	/	0.4	3.8%	-0.8%	3.0%	-13.1	15.6%	1.1	-2.2%

Laid out differently: results already given
canonical_smiles: CC(C)(C)NC(=O)c1cccc2c1-c1ccccc1C2=O
- TRPV1 agonist: -2.9
- KCNH2 3.1 block: -1.9
- Menin-MLL TR inh: ?
- hERG WT inh: -10.0
- USP2a inh: 3.2%
- B2AR arrestin: 0.5%
- GALK inh: /
- Giardia killer: 8.1
- MLL CXXC-DNA inh: -3.1%
- FBPA coupling cs: 0.3
- PKM2 activator: /

canonical_smiles: CN1N=C(C(=O)NC2CCCc3c2cnn3-c2ccc(F)cc2F)CCC1=O (stereo unspecified)
- TRPV1 agonist: 8.1
- KCNH2 3.1 block: -19.8
- Menin-MLL TR inh: 4.9%
- hERG WT inh: -11.6
- USP2a inh: 3.7%
- B2AR arrestin: 0.4%
- GALK inh: -2.4%
- Giardia killer: 6.6
- MLL CXXC-DNA inh: -2.2%
- FBPA coupling cs: -3.3
- PKM2 activator: -0.5%

The list is partial; count on the stated rates, not on these rows.
